EPAC1 antagonist: qHTS for Antagonist of cAMP-regulated guanine nucleotide exchange factor 3 (EPAC1): primary screen. AID 720709, 2013. hit rate 0.14% among 360,000. EPAC1 GEF assay, Rap1b-BODIPY-GDP exchange fluorescence. Potency, µM (highest dose often 115 µM), without a hit: top-dose activity change, negative = inhibition, hits mostly inhibitors. Rap guanine nucleotide exchange factor 3 (Homo sapiens), O95398;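 note: potency is the fitted concentration of half-maximal effect; plate controls were vehicle for no effect and positive control for full effect; nearly all actives have a fitted effect of over 50% in size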
aSyn rescue: qHTS of alpha-syn Inhibitors. Yeast expressing alpha-synuclein, growth rescue, BacTiter-Glo, 24 h. Potency, µM (titrated, usually from 46.1 µM), without a hit: at the top dose growth rescue (activation), actives largely listed as activators. hit rate 0.14% among 370,000. AID 652106, 2013; note: potency is the fitted concentration of half-maximal effect; % of control where 0% means no effect; nearly all actives have a fitted effect of over 65% in size
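Screening used galactose-induced yeast with toxic alpha-synuclein levels, exposed to compound for 24 hr at 30 deg C. Cell growth, read with BacTiter-Glo luminescence, gave the measured signal.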
EPAC1 ag: qHTS for Agonist of cAMP-regulated guanine nucleotide exchange factor 3 (EPAC1): primary screen; EPAC1 agonist qHTS, biochemical assay; response scale: 100% = response to 6.5 mM cAMP; hit rate 0.073% among 360,000; Rap guanine nucleotide exchange factor 3 (Homo sapiens), O95398; AID 720707, 2013; Potency, µM (doses to about 154 µM), for inactives: top-dose activation, most hits filed as activators; note: potency is the fitted concentration of half-maximal effect; nearly all actives have a fitted effect of over 60% in size
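Nucleotide exchange by EPAC1 (100 nM) on Rap1B–BODIPY-GDP (250 nM) in the presence of 50 uM GDP is tracked fluorescently at 480/540 nm over 30 min. Signals are normalized to a 6.5 mM cAMP control.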
WRN helicase inh: qHTS for Inhibitors of WRN Helicase. Bifunctional 3'-5' exonuclease/ATP-dependent helicase WRN (Homo sapiens), Q14191. WRN helicase unwinding, fluorescent forked duplex, kinetic. Potency, µM (titrated, usually from 114 µM), for the others: at the top dose activity change, negative = inhibition, hits mostly inhibitors. hit rate 0.46% among 360,000; note: potency is the fitted concentration of half-maximal effect; % is set by controls: 0 for no effect and ±100 for the full control effect; nearly all actives have a fitted effect of over 55% in size
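WRN at 20 nM final was preincubated with compound for 15 min at room temperature; reaction started with 100 nM forked duplex oligonucleotide carrying fluorophore and quencher plus 2 mM ATP (final). Unwinding followed kinetically by red fluorescence (ex 525/em 598 nm).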
PLK1 PBD block: qHTS for Inhibitors of PLK1-PDB (polo-like kinase 1 - polo-box domain): Primary Screen; Potency, µM, for the others: max response, negative = inhibition, most hits filed as inhibitors; Plk1 PBD binding of FITC phosphopeptide, fluorescence polarization; AID 720504, 2013; hit rate 2.8% among 360,000; note: potency is the fitted concentration of half-maximal effect; series mostly up to about 57 µM; % is set by controls: 0 for no effect and ±100 for the full control effect; nearly all actives have a fitted effect of over 65% in size
IL-2 act: qHTS of IL-2 Activators; IL-2 activation reporter assay, cell-based qHTS; stimulated with anti-CD3/CD4/CD28 beads; in transgenic mouse T cells; activation, % (series mostly up to about 46 µM); hit rate 0.065% among 360,000; AID 652025, 2013; in the data active = activation above about 50%; note: 0% is about no effect
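Quantitative HTS in unstimulated transgenic mouse T cells, with memory T cells as non-tolerant control and PMA/ionomycin as tolerance-bypass control. Compound pretreatment lasted 60 minutes before 18 h bead stimulation; EGFP/DsRed fluorescence read.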
FUS yeast rescue: qHTS for Suppressors of FUS Proteinopathy: Primary screen using FUS-linked yeast assay; S. cerevisiae FUS-expressing, growth rescue, OD600, 24 h; Potency, µM (highest dose often 76.6 µM), for the others: top-dose growth rescue (activation), most hits filed as activators; hit rate 0.24% among 390,000; AID 1347120, 2019;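 note: potency is the fitted concentration of half-maximal effect; plate controls were DMSO vehicle for no effect and reference control for full effect; nearly all actives have a fitted effect of over 55% in size; some results filed as inactive show a strong effect at the top dose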
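Read-out: OD at 600 nm after 24hr at 30C, reporting rescue of FUS-induced yeast toxicity. Cells at OD 0.005 in galactose (2%) minimal medium; compounds tested in a dilution series; CP55940 titration from 92uM final as control.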
Abeta yeast res: qHTS for compounds that reverse cellular toxicity of Amyloid beta (A-beta) peptide in yeast: Primary Screen. yeast expressing A-beta42, growth rescue, OD600, 48 h; response scale: 0% DMSO, 100% iron-clioquinol control. Potency, µM (highest dose often 46.1 µM), for inactives: at the top dose growth rescue, actives largely listed as activators. hit rate 0.063% among 410,000. AID 1347071, 2019; note: potency is the fitted concentration of half-maximal effect; nearly all actives have a fitted effect of over 55% in size
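Growth rescue measured by 600 nm absorbance after 48 h yeast culture at 30 C with compound. Values normalized between DMSO and an equimolar ferric chloride plus clioquinol control.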
PI5P4Ka inh: qHTS for Inhibitors of phosphatidylinositol 5-phosphate 4-kinase (PI5P4K); AID 652105, 2013; PI5P4Kalpha enzyme, ADP-Glo luminescence, 60 min; stronger effect = lower value; hit rate 1.2% among 330,000; max response, %; active = max response of -50% or lower; note: value at the top dose of about 77 µM; % is set by controls: 0 for no effect and ±100 for the full control effect
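ADP-Glo luminescence end-point read after a 60 min room-temperature kinase reaction of PI5P4Kalpha plus substrate, initiated with ATP at 5 microM final. Buffer: 0.038 M HEPES pH 7.4, EGTA, 0.1% CHAPS, 5% DMSO.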
* = called active by the depositor; & = joins results of further samples. Unless noted, calls come from the whole dose curve; as a rule, active = well fitted curve in the direction sought with a large enough effect; inconclusive = small, poorly fitted or top-dose-only effect, or another doubt; inactive = no such curve, though single readings can be large; an effect the other way counts as inactive or inconclusive. Not all compounds are listed, so the mix of outcomes need not match the whole.

SMILES	EPAC1 antagonist	aSyn rescue	EPAC1 ag	WRN helicase inh	PLK1 PBD block	IL-2 act	FUS yeast rescue	Abeta yeast res	PI5P4Ka inh
CC[C@@H]1C(=O)OC[C@@H]1Cc1cncn1C	-3.5%&-8.3%	4.0%&0.4%	2.9%&0.2%	-3.4%	5.5%&-5.7%	0.4&-0.1	-33.8%&-32.9%	4.9%&-18.8%	0.2&0.6

Source: PubChem BioAssay
